Source: PubChem
APJ ag: APJ receptor agonism; P35414; CHO-K1 APJ PathHunter beta-arrestin, luminescence; 0% DMSO wells, 100% apelin; activation, % at 20 µM; actives 0.11% (n = 330,000); AID 2520;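 active means activation more than six SD over the plate average, tested at 20 µM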;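 further: 0% = DMSO alone and 100% = apelin-13 at 10 nM; some results filed as inactive read as strong as hits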
Target sequence (P35414 whole entry, looked up): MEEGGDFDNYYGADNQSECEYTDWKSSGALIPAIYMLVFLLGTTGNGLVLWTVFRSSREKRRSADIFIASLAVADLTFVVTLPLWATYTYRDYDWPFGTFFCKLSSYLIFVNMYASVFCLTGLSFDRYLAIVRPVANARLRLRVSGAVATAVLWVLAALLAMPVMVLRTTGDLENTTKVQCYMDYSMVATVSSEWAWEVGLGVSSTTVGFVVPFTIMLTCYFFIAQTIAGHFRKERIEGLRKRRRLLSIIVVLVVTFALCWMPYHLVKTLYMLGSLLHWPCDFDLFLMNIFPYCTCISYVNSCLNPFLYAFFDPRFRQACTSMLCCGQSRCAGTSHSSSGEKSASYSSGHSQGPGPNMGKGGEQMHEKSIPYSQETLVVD
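Test system – PathHunter CHO-K1 APJ (AGTRL-1) beta-arrestin reporter cells · Input – 1000 cells/well · Compound – single test compound dose, 20 µM final, 1% DMSO · Times – compound stimulation 90 min at 25 °C, detection 60 min · Technique – beta-gal luminescence · Read-out basis – APJ–arrestin association signal · Control set – negative DMSO alone, positive Apelin-13 at 10 nM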
APJ antagonist: antagonists of human APJ apelin receptor; P35414; CHO-K1 APJ beta-arrestin complementation, luminescence; inhibition, % at 20 µM; actives 0.32% (n = 330,000); AID 2521;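 active means inhibition above about 40% at 20 µM, limit read from the data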;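 further: cells challenged with 10 nM apelin-13 agonist together with compound; plate controls were apelin-13 plus DMSO wells for no effect and DMSO wells lacking apelin-13 for full effect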
NALP3 yeast inh: blocks the NALP3 inflammasome reconstituted in yeast; actives 0.39% (n = 330,000); AID 2825; inhibition, % at 10 µM; Yeast reconstituted NLRP3/ASC/caspase-1, beta-gal luminescence, 24 h;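 active means inhibition of 50% or more; inactive means inhibition below 50%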;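 further: plate controls were induced DMSO wells for no effect and uninduced yeast grown without galactose for full effect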
TIM10 inh: TIM10 yeast growth inhibition | AID 463195 | actives 1.4% (n = 330,000) | inhibition, % at 10 µM | S. cerevisiae TIM10 strain growth, BacTiter-Glo luminescence, 24 h;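 active means inhibition of 40% or more at the single tested concentration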;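 further: wild-type TIM10 isogenic control strain grown at permissive 25 °C; 0% = DMSO yeast wells and 100% = minimal medium wells without yeast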
GRIN3A LBD mod: modulators (binders) of human NR3A ligand-binding domain | actives 2.5% (n = 340,000) | Tm shift relative to glycine control, % at 25 µM | NR3A LBD differential scanning fluorimetry, Tm shift; 0% = protein alone, 100% = glycine-bound protein;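 active means melting temperature shift of at least 10% of the positive control shift, at one fixed dose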
tim10-1 inh: inhibits growth of tim10-1 mutant yeast. S. cerevisiae tim10-1 ts strain growth, BacTiter-Glo, 24 h. AID 463190. inhibition, % at 20 µM. actives 2.2% (n = 330,000);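 active means inhibition of at least 40%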;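 further: mutant grown at 25 °C; 0% = DMSO wells with yeast and 100% = wells holding no yeast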
tim23-1 inh: tim23-1 yeast growth inhibition; AID 463212; S. cerevisiae tim23-1 growth, BacTiter-Glo luminescence, 24 h; actives 1.3% (n = 330,000); inhibition, % at 20 µM;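 active means growth inhibition of the mutant yeast at or above 50%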;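 further: temperature-sensitive mutant grown at 25 °C; plate controls were DMSO-treated mutant yeast for no effect and medium wells lacking yeast for full effect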
MPTP block: inhibitors of mitochondrial permeability transition pore; actives 1.4% (n = 360,000); isolated mouse mitochondria, Ca2+ swelling absorbance, 30 min; inhibition, % at 10 µM;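 active means inhibition of 50% or more, scaled per plate between neutral and stimulator controls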;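 further: 0% = DMSO wells given calcium and 100% = 1 mM EGTA wells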
beta cell repl: MIN6 beta-cell proliferation induction | AID 2380 | actives 0.29% (n = 330,000) | proliferation, % at 10 µM | MIN6 cells proliferation, ATPlite luminescence, 48 h; cells starved in 0.2% serum; 100% = growth in 10% serum;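 active means compounds whose signal lies at least 3.5 SD above the mean of all wells on their plate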;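 further: 0% = DMSO-treated cells in low-serum medium and 100% = 10% serum control; some compounds called inactive have numbers as strong as hits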
An asterisk follows results filed as active. Compounds as they come; any-hit rate near 7.2%.

smiles	APJ ag	APJ antagonist	NALP3 yeast inh	TIM10 inh	GRIN3A LBD mod	tim10-1 inh	tim23-1 inh	MPTP block	beta cell repl
CC(C)C(C(=O)Nc1ccc2c(c1)OCO2)N1C(=O)c2ccccc2C1=O (stereo not drawn)	1	-22	-4	12	0	16	0	2.9	2
CCOC(=O)N1CCN(S(=O)(=O)c2cc(OCC(=O)NC3CCCCC3)c(C)cc2Cl)CC1	-2	9	5	25	2	27	23	26	-2
O=C(O)CNC(=O)/C=C/c1c(Cl)cccc1Cl	-3	9	6	10	-1	6	11	-2.9	-3
COC(=O)C1CCN(C(=O)c2ccc(Cl)c(S(=O)(=O)NCc3cccnc3)c2)CC1	1	1	-7	-28	0	-2	0	-0.3	3
O=C(COc1ccc(Cl)cc1)Nc1ccccc1C(=O)NCc1ccco1	-4	11	14	10	-4	2	-7	0.4	-2
CCC(C(=O)Nc1cc(C(=O)O)ccc1C)c1ccccc1 (stereo not drawn)	-2	6	2	-5	-1	-8	10	-0.3	2
CCN1C(=O)/C(=C2/C=Cc3ccccc3N2CC)SC1=S	-6	16	22	28	-10	15	21	6.1	0
CCCOc1ccc(C2c3c(oc4cc(C)c(C)cc4c3=O)C(=O)N2CCCN(C)C)cc1OCC (stereo not drawn)	-4	6	8	10	-2	10	16	0.6	-1
CC(C)(Oc1ccc(Cl)cc1)C(=O)NCC1CCCO1 (stereo not drawn)	-1	23	6	-4	0	2	7	-0.6	-4
CCN(CC)c1ccc(/C=N/N(c2ccccc2)c2ccccc2)c(O)c1	6	-26	-5	2	2	9	7	97*	-3
O=c1c2nnn(-c3ccccc3)c2ncn1C/C=C/c1ccccc1	-3	4	6	1	-1	8	16	-0.5	-3
CN(CC(=O)Nc1ccccc1Br)C(=O)CN1CCN(Cc2cccc(Cl)c2)CC1	0	-7	3	-5	3	15	16	1.3	-3
O=C(CNC(=O)c1cncc(Br)c1)Nc1ccc(F)c(F)c1F	-4	-4	10	-5	0	-17	-6	-0.9	-2
NC(=O)CC(NC(=O)c1ccccc1)c1ccc(NC2CCCCC2)c([N+](=O)[O-])c1 (stereo not drawn)	-2	-19	8	-2	-15	-8	-12	-0.5	-5
Cc1sc2c3ccsc3ccc2[n+]1C	0	9	12	20	1	33	13	-2.9	-7

By substructure, the entries above containing bromine.
smiles	APJ ag	APJ antagonist	NALP3 yeast inh	TIM10 inh	GRIN3A LBD mod	tim10-1 inh	tim23-1 inh	MPTP block	beta cell repl
CN(CC(=O)Nc1ccccc1Br)C(=O)CN1CCN(Cc2cccc(Cl)c2)CC1	0	-7	3	-5	3	15	16	1.3	-3
O=C(CNC(=O)c1cncc(Br)c1)Nc1ccc(F)c(F)c1F	-4	-4	10	-5	0	-17	-6	-0.9	-2

A draw from above in order of heavy-atom count, lowest first.
smiles	APJ ag	APJ antagonist	NALP3 yeast inh	TIM10 inh	GRIN3A LBD mod	tim10-1 inh	tim23-1 inh	MPTP block	beta cell repl
Cc1sc2c3ccsc3ccc2[n+]1C	0	9	12	20	1	33	13	-2.9	-7
O=C(O)CNC(=O)/C=C/c1c(Cl)cccc1Cl	-3	9	6	10	-1	6	11	-2.9	-3
CC(C)(Oc1ccc(Cl)cc1)C(=O)NCC1CCCO1 (stereo not drawn)	-1	23	6	-4	0	2	7	-0.6	-4
CCN1C(=O)/C(=C2/C=Cc3ccccc3N2CC)SC1=S	-6	16	22	28	-10	15	21	6.1	0
CCC(C(=O)Nc1cc(C(=O)O)ccc1C)c1ccccc1 (stereo not drawn)	-2	6	2	-5	-1	-8	10	-0.3	2
O=C(CNC(=O)c1cncc(Br)c1)Nc1ccc(F)c(F)c1F	-4	-4	10	-5	0	-17	-6	-0.9	-2
O=c1c2nnn(-c3ccccc3)c2ncn1C/C=C/c1ccccc1	-3	4	6	1	-1	8	16	-0.5	-3
CC(C)C(C(=O)Nc1ccc2c(c1)OCO2)N1C(=O)c2ccccc2C1=O (stereo not drawn)	1	-22	-4	12	0	16	0	2.9	2
NC(=O)CC(NC(=O)c1ccccc1)c1ccc(NC2CCCCC2)c([N+](=O)[O-])c1 (stereo not drawn)	-2	-19	8	-2	-15	-8	-12	-0.5	-5
CCOC(=O)N1CCN(S(=O)(=O)c2cc(OCC(=O)NC3CCCCC3)c(C)cc2Cl)CC1	-2	9	5	25	2	27	23	26	-2
CCCOc1ccc(C2c3c(oc4cc(C)c(C)cc4c3=O)C(=O)N2CCCN(C)C)cc1OCC (stereo not drawn)	-4	6	8	10	-2	10	16	0.6	-1

Next entries follow.
smiles	APJ ag	APJ antagonist	NALP3 yeast inh	TIM10 inh	GRIN3A LBD mod	tim10-1 inh	tim23-1 inh	MPTP block	beta cell repl
CS(=O)(=O)N1CCC(C(=O)Nc2cccc(Cl)c2)CC1	-2	-2	5	-3	-2	-4	1	-0.8	-3
CCOC(=O)C1CCN(C(=O)CCCn2nc(CC)n3c(cc4occc43)c2=O)CC1	0	5	5	7	-5	13	2	-1.8	5
COC(=O)c1ccc(C)c(NC(=O)CCSc2ccccc2)c1	-5	-5	10	10	1	15	-14	-1.0	-1
Cc1c(NC(=O)C2CCCN2S(=O)(=O)c2ccccc2)c(=O)n(-c2ccccc2)n1C (stereo not drawn)	-2	12	12	7	0	11	12	-2.2	-3
O=C(Nc1nccs1)C(F)(F)C(F)(F)C(F)(F)C(=O)Nc1nccs1	-2	-3	-10	-3	0	-19	-5	0.2	0
CC1CCCCN1CC(=O)Nc1sc2c(c1C#N)CCC2 (stereo not drawn)	-3	3	18	6	-1	14	8	0.0	-1
Cc1cccc(CSc2nnc(N)n2-c2ccccc2)c1	-3	-15	6	-3	0	5	8	0.1	1
COc1ccc(NC(=O)CCCN2C(=O)C(c3ccccc3)Oc3cccnc32)cc1 (stereo not drawn)	-3	7	7	2	0	37	30	1.6	5
CCCc1nnc(SCC(=O)N2C(C)CCCC2C)n1CCCOC (stereo not drawn)	14	-24	12	4	0	-6	19	1.1	0
CC(C)c1ccc(C(=O)Nc2nnc(S(=O)(=O)N3CCOCC3)s2)cc1	3	14	3	7	-1	20	17	-0.2	-1
COc1ccc(C2CC(c3ccccc3)=NN2C(=O)COC(=O)c2cccnc2Cl)cc1 (stereo not drawn)	-1	1	-9	21	-4	39	29	2.6	0
O=C(Nc1ccccc1C(=O)NC(Cc1c[nH]c2ccccc12)C(=O)O)c1ccco1 (stereo not drawn)	-1	-17	13	-5	-4	23	2	-0.5	2
Cc1ccc(Sc2ccc(N)cn2)cc1	-2	-13	15	-8	1	8	4	-0.3	1
CN(Cc1ccccc1)C(=O)COC(=O)CCNC(=O)c1ccccc1Cl	-6	1	-6	-15	-3	21	19	-1.1	-3
Cn1cc(/C=C(\C#N)C(=O)Nc2ccccc2O)c2ccccc21	1	9	41	21	10	11	12	-0.2	1

(listing goes on)
smiles	APJ ag	APJ antagonist	NALP3 yeast inh	TIM10 inh	GRIN3A LBD mod	tim10-1 inh	tim23-1 inh	MPTP block	beta cell repl
CCOc1ccc(NC(=O)CN(C)C(=O)COc2cccc(CC)c2)cc1OCC	6	-61	2	14	3	5	15	-0.4	-2
Cc1ccc(OCCOc2cccc(Br)c2)c([N+](=O)[O-])n1	0	-20	23	-2	-10	54*	39	-6.0	-1
O=C1c2cccc3cc([N+](=O)[O-])cc(c23)C(=O)N1CCN1CCCC1	5	-11	3	-41	-1	-75	27	-0.3	-5
COc1ccc(OC)c(/C=C/C(=O)c2ccc3c(c2)OCO3)c1	-1	-12	8	15	-2	20	40	-0.7	-6
Cn1c(=O)c2c(SCC(=O)c3ccccc3)nc(C3CC3)nc2n(C)c1=O	17	-7	21	-15	-4	-3	4	3.5	6
O=C(Nc1ncccc1O)c1cccc(S(=O)(=O)N2CCCc3ccccc32)c1	-2	-3	-2	15	-1	33	39	-0.9	2
Cc1ccc(CNC(=O)Cc2ccc(-c3ccccc3)cc2)cc1	-4	20	7	-2	0	7	-4	0.3	-4
O=C(/C=C/c1cccc(C(F)(F)F)c1)NNC(=O)c1ccncc1	8	13	-5	-1	-2	8	4	-0.4	-6
Cc1ccc(S(=O)(=O)N(C)c2ccc(NS(C)(=O)=O)cc2)cc1	0	15	18	-4	7	-2	-2	-2.0	-1
COc1ccc(N=Cc2cc(Cl)ccc2O)cc1Cl	2	-6	-10	17	0	24	35	-1.5	-2
CCN(CC)c1nc(N2CCN(CCO)CC2)nc2ccccc12	-2	5	11	-184	0	-73	-101	-0.5	-3
O=[N+]([O-])c1cccnc1SCc1c(F)cccc1Cl	-2	-10	24	-11	1	-8	4	1.3	-2
COC(CNC(=O)C1CCN(S(=O)(=O)c2ccc3nc4c(c(C(=O)O)c3c2)CC(C)CC4)CC1)OC (stereo not drawn)	-4	17	6	1	0	-12	-2	-0.4	2
O=C(O)CCC(=O)N1CCc2cc(S(=O)(=O)NCc3ccc(Cl)cc3)ccc21	8	4	9	10	8	18	5	0.1	0
CCn1c(SCc2ccccc2)nc2ccccc2c1=O	-3	8	13	19	0	5	5	1.4	-2

New compounds follow:
smiles	APJ ag	APJ antagonist	NALP3 yeast inh	TIM10 inh	GRIN3A LBD mod	tim10-1 inh	tim23-1 inh	MPTP block	beta cell repl
CCOC(=O)N1CCC(NS(=O)(=O)c2ccccc2)CC1	1	8	15	8	3	-6	4	1.2	4
O=C(NCc1ccncc1)c1nc(-c2cccs2)no1	4	5	3	-25	-1	7	8	3.6	-4
CCn1c(NCc2ccc3c(c2)OCO3)nc2ccccc21	-6	16	18	-2	2	16	-9	-0.7	1
Cc1cc(C)n(-c2nnc(C)c(=O)[nH]2)n1	-4	-3	5	4	1	4	9	-0.6	1
O=C(N/N=C/C=C/c1ccccc1)c1cnccn1	-2	7	-8	16	-1	10	8	1.6	-2
COc1nc2ccc(C)cc2cc1-c1noc(-c2cccnc2)n1	-2	-19	21	20	4	17	7	1.6	-2
Cc1ccc(CSc2nnc(-c3cccc(S(=O)(=O)N4CCOCC4)c3)n2C2CCCC2)cc1	0	-18	2	17	1	15	52*	1.0	-5
CCCCC(=O)NCc1ccccc1Cl	-3	4	21	-3	-3	4	5	-1.7	0
Cc1ccc(C(=O)OCC(=O)NCCC2=CCCCC2)s1	-1	-2	24	18	0	26	8	0.6	-1
Cc1cccc(-[n+]2c(-c3cccc(Br)c3)[nH]c3nc4ccccc4nc32)c1	1	-8	15	5	-1	-2	23	1.4	-3
CC(C)(C)c1ccc(C(=O)NCCC(=O)NCc2ccco2)cc1	-3	6	-11	9	-2	3	1	-0.7	0
NC1=NC(=O)C(Cc2cccc(Cl)c2)S1 (stereo not drawn)	-1	-10	18	3	0	5	-1	-0.5	-1
CCOC(=O)c1c(NC(=O)COC(=O)c2ccccn2)sc(C)c1C	-4	21	2	16	4	19	1	-1.1	1
CSCC[C@H](NC(=O)NCc1ccc(F)cc1)C(=O)O	-4	7	12	5	-1	-5	0	-12	-5
Cc1ccc(S(=O)(=O)N2CCN(c3nc(C(C)C)c4c(c3C#N)CC(C)(C)OC4)CC2)cc1	-6	3	6	30	-1	10	21	3.8	-6
COc1ccc(C(=O)N/C(=C\c2cn(S(=O)(=O)N(C)C)c3ccccc23)C(=O)NCCCn2ccnc2)cc1	1	1	3	-3	3	1	-7	-1.5	3
